Giardia FBPA inh – Giardia lamblia aldolase inhibition. A8B2U2. purified Giardia FBPA. Potency, µM (titrated, usually from 59.6 µM), inactives show at the top dose activity, negative = inhibition, hits mostly inhibitors. 0.71% of 290,000 active. AID 2451; further: potency means the concentration at half of the fitted maximal effect; on the % scale 0 is the no-effect control and ±100 the full control effect; nearly all actives have a fitted effect of over 55% in size
Target sequence (A8B2U2 whole entry, looked up): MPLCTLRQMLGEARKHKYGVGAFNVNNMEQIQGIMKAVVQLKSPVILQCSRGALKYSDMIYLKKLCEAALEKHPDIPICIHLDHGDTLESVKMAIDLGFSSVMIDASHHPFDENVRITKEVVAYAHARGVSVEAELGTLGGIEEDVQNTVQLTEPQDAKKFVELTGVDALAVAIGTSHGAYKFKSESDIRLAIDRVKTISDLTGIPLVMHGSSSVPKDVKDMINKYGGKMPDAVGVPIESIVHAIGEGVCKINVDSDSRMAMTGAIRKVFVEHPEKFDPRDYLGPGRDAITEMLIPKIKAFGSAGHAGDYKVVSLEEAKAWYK
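40 nM FBPA preincubated 10 min at RT with compound (up to 57.5 uM final), then substrate plus GAPDH/TPI/NAD/arsenate coupling and diaphorase/resazurin added. Fluorescence read after 20 min at RT, 525/598 nm.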
Shiga inhibitor – Shiga toxin inhibition; Vero cells, Shiga toxin protein synthesis inhibition reporter; inhibition, % at 38.7 µM; 9.2% of 290,000 active; AID 2315; in the data active means inhibition mostly above about 28%, no sharp cut-off; inactive means mostly below about 43%; further: 0% is about no effect
CHX counter – counter-screen for Shiga toxin inhibitors: cycloheximide protein synthesis inhibition | cell reporter, cycloheximide protein synthesis inhibition counterscreen | max response, % | 12% of 300,000 active; in the data active means max response mostly above about 13%, no sharp cut-off; inactive means mostly below about 14%; further: read at 38.3 µM for the half of the compounds with a filed dose; 0% is about no effect
Pf growth 96h – P. falciparum growth inhibition at 96 hours | 6.9% of 320,000 active | Potency, µM (top dose mostly 28.7 µM), inactives show top-dose activity change, negative = inhibition, actives largely listed as inhibitors | P. falciparum luciferase reporter growth, 96 h; further: potency means the concentration at half of the fitted maximal effect; on the % scale 0 is the no-effect control and ±100 the full control effect
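Two parasite generations (96 h, 37 C, 5% CO2) of compound exposure in infected erythrocytes (0.05% parasitemia, 2% hematocrit). Luciferase-reporter P. falciparum; decreased luminescence indicates inhibited growth, aimed at apicoplast-acting delayed death.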
Pf growth 48h – inhibits P. falciparum growth in the first generation, 48 h | 5.9% of 310,000 active | P. falciparum luciferase growth in erythrocytes, 48 h | Potency, µM (series often up to 28.7 µM), for the others: top-dose activity change, negative = inhibition, most hits filed as inhibitors; further: potency means the concentration at half of the fitted maximal effect; on the % scale 0 is the no-effect control and ±100 the full control effect
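Here the parasites carry a stable luciferase gene and grow inside erythrocytes in Albumax-based RPMI medium with compound for one erythrocytic cycle. Activity is scored as loss of luminescent signal.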
HCV inh – blocks hepatitis C virus | Potency, µM (titrated, usually from 41.8 µM), inactives show at the top dose activity change, negative = inhibition, actives largely listed as inhibitors | AID 651820 | 3.4% of 340,000 active | Huh7.5.1 HCVcc-Cre infection, luciferase reporter, 44 h; further: potency means the concentration at half of the fitted maximal effect; on the % scale 0 is the no-effect control and ±100 the full control effect
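A cell-based infection assay in which seeded cells (1,000 per well) receive test compound after 4 h, are inoculated with HCVcc-Cre at approximately 0.5 moi, and are incubated 44 h before luminescence detection.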
Numbers without * were called inactive; u = inconclusive; x = not tested or not shown; & = joins results of further samples; [ ] = another dose, or the depositor's remark. Unless noted, the call rests on the fitted dose curve; in most records, active means well fitted curve in the direction sought with a large enough effect; inconclusive means small, poorly fitted or top-dose-only effect, or another doubt; inactive means no such curve, though single readings can be large; an effect the other way counts as inactive or inconclusive.

canonical_smiles,Giardia FBPA inh,Shiga inhibitor,CHX counter,Pf growth 96h,Pf growth 48h,HCV inh
O=C(O)C1CC=CCC1C(=O)Nc1cccc(F)c1 (configuration not stated),7%,3,3,63%[activator],24%,0%
CCCCOC(=O)c1nnc(-c2ccccc2)o1,-3%,21,9,1%,9%,1%
Cc1cccc2c1NC1(CCCC1)CC2C (configuration not stated),-24%,-5,2,u,-8%,6%
CCNC(=O)/C(C#N)=C/c1c(N2CCN(c3ccccc3)CC2)nc2ccccn2c1=O,-13%,44*,29*,-17%,-13%,-2%
COc1ccc(C(=O)Nn2c(C3CCC3)nc3ccccc3c2=O)c(OC)c1,5%,0,3,u,-13%,-29%
Cc1cccc(C(=O)OC(C)CN2CCN(C)CC2)c1 (configuration not stated),-5%,51,41*,47%[activator],99%[activator],15%
O=c1cc(-c2cc(O)c(O)c([C@@H]3O[C@H](CO)[C@@H](O)[C@H](O)[C@H]3O)c2)oc2cc(O[C@@H]3O[C@H](CO)[C@@H](O)[C@H](O)[C@H]3O)cc(O)c12,-14%,-7,8,x,x,x
COCCCN1C(=O)c2[nH]nc(-c3ccccc3O)c2C1c1cccc(Cl)c1 (configuration not stated),-8%,-14,-1,7.4µM*,9.3µM*,u
CCCNC(=O)C(Cc1ccccc1F)NC(=O)c1ccc(C#N)cc1 (configuration not stated),x,x,x,41%[activator],-9%,-3%
COc1ccccc1/C=C/c1nc(S(=O)(=O)c2ccccc2)c(N(C)C)o1,-3%,28,-1,u,u,u
CCc1nc(SCC(=O)NNC(=O)C2CCCCC2)c2ccccc2n1,9%,-1,13,65%[activator],52%[activator],-23%
Cn1cnc([N+](=O)[O-])c1Oc1cccc2ccccc12,-9%,3,-2,u,-20%,u
Cc1ccc(S(=O)(=O)CCC(=O)N(CCN2CCOCC2)c2nc3ccccc3s2)cc1,x,x,x,126%[activator],74%[activator],11%
CC1CCCC/C1=N\NC(=S)Nc1cccnc1 (configuration not stated),18µM*,18,4,1%,0%,u
C=Cn1ccnc1P(=S)(c1ccc(Cl)cc1)c1nccn1C=C,-2%,23,6,44%[activator],16%,1%

Full records, looked up by structure.
`CCNC(=O)/C(C#N)=C/c1c(N2CCN(c3ccccc3)CC2)nc2ccccn2c1=O` in the list: Giardia FBPA inh = -13%; Shiga inhibitor = 44*; CHX counter = 29*; Pf growth 96h = -17%; Pf growth 48h = -13%; HCV inh = -2%
`COc1ccc(C(=O)Nn2c(C3CCC3)nc3ccccc3c2=O)c(OC)c1` in the list: Giardia FBPA inh = 5%; Shiga inhibitor = 0; CHX counter = 3; Pf growth 96h = u; Pf growth 48h = -13%; HCV inh = -29%

The list goes on:
canonical_smiles,Giardia FBPA inh,Shiga inhibitor,CHX counter,Pf growth 96h,Pf growth 48h,HCV inh
COc1ccccc1CCNC(=O)Nc1cccc([N+](=O)[O-])c1,-6%,15,11,58%[activator],17%,-23%
COc1ccc(C(C)=O)c(OC(=O)c2ccc(OC)c(OC)c2)c1,0%,-6,-2,-13%,6%,7%
CCCn1nnnc1SCC(=O)c1ccc(NC(C)=O)cc1,0%,16,12,u,-4%,10%
Fc1cc(F)cc(-c2oncc2-c2nnnn2-c2ccccc2)c1,0%,-10,9,-4%,-9%,11%
CCc1ccc(OCC(O)Cn2c(N3CCCCC3)nc3c2c(=O)[nH]c(=O)n3C)cc1 (configuration not stated),1%,x,-2,-51%,-5%,-4%
CCOCCCNC(=O)c1ccc2c(c1)N(Cc1ccccc1)C(=O)CS2=O (configuration not stated),-2%,0,-3,u,-13%,-14%&-5%
COc1ccc(NC(=O)[C@@H](NC(=O)c2ccccc2)C(C)C)cc1S(=O)(=O)N1CCCCC1,-1%,11,1,u,u,-8%
CC1CCN(c2nc3ccc(C(=O)NCCCN4CCCCC4C)cc3s2)CC1 (configuration not stated),-4%,34*,29*,3%,-10%,u
CC(NCCC(Cc1ccccc1)c1ccco1)c1ccccc1 (configuration not stated),-3%,-11,-4,u,u,9%
COc1ccc(C2=NOC(CNC(=S)N3CCOCC3)C2)cc1 (configuration not stated),2%,57*,34*,154%[activator],67%[activator],-2%
CCOC(=O)N1CCN(Cc2oc(CO)cc(=O)c2O)CC1,8%,-12,-1,-4%,-4%,4%
N#Cc1nc(-c2ccc(OCc3ccc(Cl)cc3)cc2)oc1NCCCn1ccnc1,8%,52,7,u,2.3µM*,13%
C/C(=N\NC(=O)c1cccc(C)c1O)c1ccc(NC(=O)Cc2ccccc2)cc1,x,45*,39*,17%,5%,4%
CCN=C1Cn2c(nc3scc(-c4ccccc4)c3c2=O)CN1CC,-18%,-10,-2,u,0%,-16%
Cc1ccc(OCC(=O)NNC(=S)NC(=O)C(C)(C)C)c(Br)c1,2%,21,-2,0%,u,u

Reprinted at random: three records from the list
canonical_smiles,Giardia FBPA inh,Shiga inhibitor,CHX counter,Pf growth 96h,Pf growth 48h,HCV inh
CCCCOC(=O)c1nnc(-c2ccccc2)o1,-3%,21,9,1%,9%,1%
C=Cn1ccnc1P(=S)(c1ccc(Cl)cc1)c1nccn1C=C,-2%,23,6,44%[activator],16%,1%
COc1ccc(C(C)=O)c(OC(=O)c2ccc(OC)c(OC)c2)c1,0%,-6,-2,-13%,6%,7%

Next part:
canonical_smiles,Giardia FBPA inh,Shiga inhibitor,CHX counter,Pf growth 96h,Pf growth 48h,HCV inh
COc1cccc(-c2nc(CS(=O)(=O)CC(=O)NCCCN3CCOCC3)c(C)o2)c1,-2%,-9,-3,u,6%,-16%
CN1C[C@@H]2C(c3ccccc3)C3(c4cccnc4)CC2(C3)[C@H]1c1ccccc1 (some centres not stated),6%&4%,-7,-3,12µM*,12µM*,u
Cc1ccc(N(C)S(=O)(=O)c2cccc(C(=O)NC3=NCCS3)c2)cc1,0%,-16,-3,x,-27%,u
COc1ccc(CCn2c3c(c(=O)[nH]c2=O)C(NC(=O)c2cccs2)(C(F)(F)F)C(=O)N3)cc1OC (configuration not stated),8%,-11,1,45%[activator],-6%,4%
COCC1CCN(Cc2cn[nH]c2-c2ccc(OC)cc2F)C1 (configuration not stated),-8%,-13,9,-13%,u,-27%
CC(=O)N1CCN(C(=O)c2ccc(OC3CCN(CCc4ccccc4)CC3)cc2)CC1,-3%,-3,-1,-16%,-11%,-1%
CCC(=O)N(Cc1cc(=O)[nH]c2ccccc12)c1ccc(C)cc1,5%,-5,-1,u,u,15%
O=C1NC(=O)C2C1C(c1ccccc1)N1C3C(=O)NC(=O)C3C(c3ccccc3)N21 (configuration not stated),-17%,-11,1,-9%,x,10%
Cc1cc(Cl)c2oc(C(=O)N3CCC(O)(c4ccccc4)CC3)c(C)c2c1,12%,18,4,u,-2%,u
COc1ccc(OCCn2cc(/C=N/NC(=O)c3ccncc3)c3ccccc32)cc1,-2%,-29,25,-7%,42%[activator],34%[activator]
O=C1CCCC2=C1C(c1ccco1)Nc1ccc(C(=O)c3ccccc3)cc1N2 (configuration not stated),u,-6,1,-9%,u,u
COc1ccc(CN2CCNC(=O)C2CC(=O)NC2CC(C)(C)CC(C)(C)C2)cc1OC (configuration not stated),x,-5,-2,-19%,u,-15%
Cc1cc(N2CCC(C(=O)NC3CC3)CC2)nc(-c2ccccc2)n1,6%,-3,-5,u,3.7µM*,-26%
Cc1ccc(S(=O)(=O)/N=C2/NC(=O)/C(=C/c3cc([N+](=O)[O-])ccc3O)S2)cc1,x,-6,-5,u,-25%,23%
CCCn1nnc(NC(=O)c2cccc(Cl)c2)n1,x,128,35,-14%,79%[activator],-9%

(continued)
Fields – Giardia FBPA inh, Shiga inhibitor, CHX counter, Pf growth 96h, Pf growth 48h, HCV inh
CCCNC(=O)C(Cc1ccc(F)cc1)NC(=O)c1ccc(C#N)cc1 (configuration not stated)
    x, x, x, 7%, u, 4%
CCOC(=O)C(C)c1c(C(=O)c2ccc(C)nc2)c2ccccc2n1C (configuration not stated)
    2%, -9, 7, 4.7µM*, 3.7µM*, x
CCCCn1c(N)c(N(CC(C)C)C(=O)C2CSC3(C)CCC(=O)N23)c(=O)[nH]c1=O (configuration not stated)
    x, x, x, -3%, 2%, 0%
COc1ccc(F)cc1S(=O)(=O)NCC1CCCO1 (configuration not stated)
    0%, x, -2, u, -11%, 4%
COc1ccc(/C=N/NC(=O)c2ccoc2C)cc1COc1c(C)cccc1C
    -5%, 117*, 33*, 10µM*, u, u
COc1cc(C=O)ccc1OCC(=O)N1CCCC1
    3%, -6, -1, 9.3µM*, 3%, 13%
CCOC(=O)CSC1=C(C#N)C(c2ccccc2OCC)C(C#N)C(=O)N1 (configuration not stated)
    -24%, 18, 17, 54%[activator], -14%, 17%
CN(C)c1ccc(/C=C/C(=O)c2cc(Cl)ccc2O)cc1
    -2%, 33, 12, 18%, -7%, u
CN1CCCN(Cc2ccccc2C(F)(F)F)CC1
    u, -6, 9, u, -6%, -12%
O=C(COc1ncnc2ccccc12)Nc1cccc([N+](=O)[O-])c1
    2%, -21, -2, 18%, 14%, 12%
O=C(NCc1ccccc1Cl)NCc1ccccc1Cl
    2%, -3, 1, 146%[activator], 75%[activator], 6%
CCOc1ccccc1C(=O)N1CCN(c2cccc(Cl)c2)CC1
    -4%, -5, -5, x, u, 4%
COc1ccc(OC)c(-c2cc(C(=O)Nc3cc(C)n(Cc4ccc(Cl)cc4)n3)no2)c1
    -1%, -3, -3, 0%, 2.1µM*, 11µM*
CCN(CC)C(=O)Cn1cc(C(=O)C(=O)N2CCCc3ccccc32)c2ccccc21
    1%, -5, -4, 4%, u, -11%
COc1ccc(-c2ccc(C#N)c(OC(=O)c3c(Cl)cccc3Cl)n2)cc1
    4%, -3, -5, -19%, u, 5µM*
c1ccc2c(SCc3cn4ccccc4n3)nncc2c1
    -17%, 76, 38*, -8%, 35%[activator], 8%
CN(C)CCN(C)Cc1c2ccccc2c(CN(C)CCN(C)C)c2ccccc12
    4%, 20, 1, 1.7µM*, 6.6µM*, 4µM*
O=C(COC(=O)c1cc(=O)[nH]c(=O)[nH]1)Nc1cccc(S(=O)(=O)N2CCOCC2)c1
    -5%, -9, 1, u, 5%, 8%
O=C(Nc1cccc2c1CCCC2)c1ccccc1Cl
    3%, -2, 2, -17%, 41%[activator], -29%
O=C(/C=C/c1ccccc1)NCCCNC(=O)/C=C/c1ccccc1
    5%, 23, 4, 8.3µM*, u, 12%
NC(N)=NS(=O)(=O)c1ccc(NC(=S)NC(=O)/C=C/c2ccc(F)cc2)cc1
    3%, -13, -3, u, 10%, 5%
N#Cc1ccncc1S(=O)c1ccc(Cl)cc1 (configuration not stated)
    -2%, -1, 8, 41%[activator], 42%, -1%
CN(CC(=O)Nc1ccc(F)cc1)C(=O)COC(=O)/C=C/c1ccc(OC(F)F)cc1
    x, x, x, 6%, u, -17%

Screens deposited in PubChem by National Center for Advancing Translational Sciences (NCATS).

Compounds as they come; about 24% have a hit in one of these screens.
